RmlCD inh mix: mixture blocks RmlC and RmlD coupled enzyme activity | RmlC/RmlD coupled enzyme inhibition, 384-well mixture HTS | 110,000 compounds, 0.39% hits | inhibition, % at 5.5 µM | AID 1532; in the data active means inhibition above about 30%, passing the limit was not always enough; inconclusive means no clear call, values can overlap the other calls; further: strong numbers were not always called active
HIV RNase H inh: blocks HIV-1 RNase H cleavage of RNA/DNA duplex; inhibition, % at 10 µM; RT-RNase H RNA/DNA duplex cleavage, fluorescence; 65,000 compounds, 1.9% hits; in the data active means inhibition above about 50%
Starred values were filed as active, the others as inactive; ? = inconclusive; . = no result given.

| SMILES | RmlCD inh mix | HIV RNase H inh |
| --- | --- | --- |
| Cc1ccc(-n2nc3c(c2NC(=O)c2ccc4c(c2)OCO4)CSC3)cc1 | . | 11 |
| C=C(C)C1CC=C(C)/C(=N/NC(=O)c2ccc(NC(=O)CC)cc2)C1 (stereo unspecified) | 4 | . |
| Cn1c(=O)c2c(nc(CN3CCN(c4ccccc4)CC3)n2Cc2ccccc2Cl)n(C)c1=O | -13 | 43 |
| CCOc1ccc(C(=O)Nc2cnn(Cc3ccc(Cl)c(Cl)c3)c2)cc1 | 4 | . |
| C=CCNC(=O)c1ccc(CNS(=O)(=O)c2ccc(NC(C)=O)cc2)cc1 | -6 | . |
| O=C(NC12CC3CC(CC(C3)C1)C2)N1CCC(n2nnc3ccccc32)CC1 | 7 | 7 |
| C/C=C1\COC(C(=O)NCc2ccccc2)(C(F)(F)F)C=C1C=C1CCCCC1 (stereo unspecified) | 7 | . |
| Cc1cc(C(=O)CSc2nnc(-c3ccco3)o2)c(C)n1Cc1ccco1 | . | -17 |
| CC1=NN(c2ccc(F)cc2)C(=O)C1C(c1cccc(O)c1)c1c(C)[nH]n(-c2ccc(F)cc2)c1=O (stereo unspecified) | -8 | . |
| COc1cc(OC)nc(NC(=O)CCl)n1 | 6 | . |
| COCCNC(=O)c1cnn2c(C(F)(F)F)cc(-c3ccc4c(c3)OCO4)nc12 | -32 | -1 |
| CCc1nc(C)ccc1OCC(=O)NCCCN(C)C | -19 | 6 |
| Cc1cnn(C(=S)NCc2ccco2)c1 | 0 | 22 |
| c1coc(-c2nc3nc4ccccc4nc3n2-c2ccc3c(c2)OCCO3)c1 | -9 | -29 |
| C1CCC2(CC1)OCC1(CO2)COC2(CCCCC2)OC1 | -4 | -2 |
| Cc1ccc(NC(=O)Nc2ccc3oc(C)nc3c2)cc1 | 5 | . |
| Cc1occc1C(=O)Nc1nccs1 | 4 | -2 |
| CCOC(=O)CSc1nnc(Cc2cc(=O)[nH]c(=O)[nH]2)n1-c1ccc(Cl)cc1 | 7 | -12 |
| CCOC(=O)C1CCCN(c2cc(C)nc3cc(-c4ccc(Cl)cc4)nn23)C1 (stereo unspecified) | -6 | . |
| Cc1ccc(-n2nnc3c(SCC(=O)NCC4CCCO4)ncnc32)cc1 (stereo unspecified) | . | -8 |
| CN(C)C=Nc1ncc2c3ccccc3n(CCN(C)C)c2c1C#N | -8 | -14 |
| CS(=O)(=O)NCc1csc(-c2ccccc2)n1 | -9 | -11 |
| COc1cc(C2C(C#N)=C(N)Oc3c2ccc2ccccc32)ccc1OCC(=O)Nc1ccccc1C (stereo unspecified) | -15 | . |
| O=C(Nc1ccc2snnc2c1)N1CCOCC1 | 11 | -2 |
| CCC(Oc1ccccc1)C(=O)Nc1ccc(-c2nnc(-c3ccco3)o2)cc1 (stereo unspecified) | -20 | 11 |
| CCC(C)c1ccccc1NC(=S)Nc1cccnc1 (stereo unspecified) | -3 | . |
| N#Cc1nc(COc2ccc(Cl)cc2)oc1N1CCCCCC1 | 0 | -49 |
| CCOC(=O)COn1c(=O)c(=O)n(OC)c2ccccc21 | -10 | -16 |
| CCOc1ccc(OCC)c(NC(=O)CSc2nnc(Cn3cnc4ccccc43)n2C)c1 | 10 | 1 |
| O=C(C1CCC(Cn2c(=S)[nH]c3ccccc3c2=O)CC1)N1CCOCC1 (stereo unspecified) | 13 | -9 |
| O=C(NCc1ccco1)c1ccccc1-c1nc(-c2ccccc2)no1 | -1 | . |
| O=C(CCN1C(=O)c2ccccc2C1=O)N1CCOCC1 | -10 | . |
| Cc1cc(C(=O)N2CCN(C(c3ccccc3)c3ccccc3)CC2)on1 | 6 | -9 |
| c1ccc(-c2nnc(CN3CCN(c4ccccc4)CC3)o2)cc1 | 0 | . |
| CCOC(=O)CSc1nnc(CNC(=O)c2cccs2)n1-c1cc(OC)ccc1OC | -14 | -8 |
| CCOP(C)(=O)C1(C(=O)OCc2ccccc2)CC1 (stereo unspecified) | 3 | -3 |
| CN(C)C(CNC(=O)CCCc1c[nH]c2ccccc12)c1ccco1 (stereo unspecified) | -10 | -1 |
| CN1CCN(c2ccccc2NC(=O)c2ccc(-c3ccc(Cl)cc3Cl)o2)CC1 | -5 | . |
| O=C(O)c1ccc(CSCc2ccco2)cc1 | -8 | . |
| CC(C1CC1)N(C(=O)c1ccccc1O)c1ccccc1 (stereo unspecified) | -6 | 0 |
| Cc1ccc(CN2CCN(CC(=O)NCc3ccc(Cl)cc3)C2=O)cc1 | 1 | -1 |
| O=C(CCC1CCCC1)Nc1ccc(Br)cn1 | 15 | 9 |
| CC1CCCC(NC(=O)COC(=O)CCC2CCCC2)C1C (stereo unspecified) | -6 | . |
| Cc1ccsc1C=Nc1c(C)n(C)n(-c2ccccc2)c1=O | 8 | -13 |
| O=C(c1ccco1)N(Cc1ccc([N+](=O)[O-])cc1)c1ccc(Cl)cc1 | -9 | . |
| Cc1cccc(OCC(=O)Nc2cccc(-c3nnc(-c4ccccc4)o3)c2)c1C | 3 | 71* |
| CCOc1cc(C=C(C(=O)OC)C(=O)OC)ccc1OCc1ccc([N+](=O)[O-])cc1 | -12 | . |
| O=C(OCc1cc2ccccc2[nH]c1=O)C1CCCCC1 | 7 | -16 |
| O=C(O)CC[C@@H](C(=O)O)N1C(=O)c2ccccc2C1=O | 2 | . |
| Cc1ccc(SCc2nc3ccccc3n2CC(=O)Nc2ccc(Cl)cc2)cc1 | -9 | . |
| CCOc1ncccc1C(=O)OCc1nnc(-c2ccccc2)o1 | 10 | -40 |
| C/[N+]([O-])=C1\Cc2ccccc2C1=O | -1 | -4 |
| Cc1ccc(N2CC(C(=O)Nc3ccccc3C(=O)NC3CCCCC3)CC2=O)cc1 (stereo unspecified) | -12 | . |
| O=C(c1ccco1)N1CCN(C(c2ccc(Cl)cc2)c2nnnn2CC2CCCO2)CC1 (stereo unspecified) | -13 | 3 |
| CCOc1ccccc1NC(=S)N1CCC(NC(=O)NC23CC4CC(CC(C4)C2)C3)CC1 | -12 | . |
| Cn1cnnc1Sc1nc2c(c(=O)n(C)c(=O)n2C)n1Cc1ccccc1Cl | 3 | -3 |
| O=C1Nc2ccccc2/C1=C/C(=O)c1cccs1 | 10 | . |
| CCCCCn1c(SCC2CCCO2)nc2cc(C(=O)N3CCC(C(N)=O)CC3)ccc2c1=O (stereo unspecified) | ? | -13 |
| O=[N+]([O-])c1ccccc1/C=N/Nc1nccnc1Cl | -9 | . |
| CN1CCN(/C=N/c2c(C#N)cnn2Cc2ccccc2)CC1 | -10 | -2 |

Going on with the list.
| SMILES | RmlCD inh mix | HIV RNase H inh |
| --- | --- | --- |
| NC(=O)SCC(=O)Nc1ccc(Cl)c(Cl)c1 | -12 | 10 |
| O=C(CSc1ccc(-c2nc3ccccc3[nH]2)cn1)Nc1ccc2c(c1)OCCO2 | -6 | . |
| CCN(CC)CCn1c(=S)[nH]c2ccc(Cl)cc2c1=O | . | -9 |
| CC(C)Cn1c(CN2C(=O)c3ccccc3C2=O)nc2ccccc2c1=O | -10 | 30 |
| COC1=CC(=O)OC(/C=C/c2ccccc2)C1 (stereo unspecified) | -15 | -9 |
| CC(C)(O)c1ccccc1CC[C@@H](SCC1(CC(=O)O)CC1)c1cccc(/C=C/c2ccc3ccc(Cl)cc3n2)c1 | 7 | . |
| c1ccc2oc(Cc3ccc(Cc4nc5ccccc5o4)cc3)nc2c1 | 16 | . |
| CC1=CC(=NOC(=O)/C=C/c2ccccc2)C=C(C)C1=O | -7 | . |
| Cc1c(NC(=O)C(C)N2CC(C)OC(C)C2)c(=O)n(-c2ccccc2)n1C (stereo unspecified) | 85 | 4 |
| Fc1cccc(-c2cc3nc(-c4ccccc4)cc(N4CCC5(CC4)OCCO5)n3n2)c1 | -14 | . |
| O=c1[nH]c2ccccc2n2c(-c3ccccc3)nnc12 | ? | . |
| CCOC(=O)c1cccc(NC(=O)c2cccnc2)c1 | 10 | -7 |
| Nc1cc2nc3ccccc3oc-2cc1=O | -20 | . |
| CN(C)c1nc(N)c(C(=O)N=C(N)N)nc1Cl | 11 | . |
| O=C(CNC(=O)c1ccccn1)N/N=C/c1ccccc1 | 13 | . |
| CCOc1ccc(CCNS(=O)(=O)c2cccc3nsnc23)cc1OCC | -6 | -9 |
| O=C(CCC1=NS(=O)(=O)c2ccccc2N1)NC1CCCCCCC1 | 5 | -1 |
| Cc1ccc(SCCNC(=S)Nc2ccccc2)cc1 | -13 | . |
| CC(C)N1CCC2(CC1)NC(CO)(CO)CO2 | -6 | -10 |
| CCOCC(=O)Nc1ccc(S(=O)(=O)N2CCOCC2)cc1 | -11 | 1 |
| CCSC1(SCC)N=C(N)C2(C#N)C(c3ccccc3)NC(C)=CC12C#N (stereo unspecified) | 11 | -4 |
| Cc1sc2nc(SCC(N)=O)n(C)c(=O)c2c1C | -3 | . |
| NCCCS(=O)(=O)O | 1 | . |
| Cc1cc(NS(=O)(=O)Cc2ccccc2)no1 | -53 | -14 |

Carrying on:
Every second line gives: RmlCD inh mix | HIV RNase H inh
O=C(CSc1ncccc1C(=O)O)NCc1ccc(F)cc1
  3 | -1
O=C(c1ccc(=O)n(Cc2ccc(Cl)c(Cl)c2)c1)N1CCOCC1
  6 | .
Cc1cc(=O)n2[nH]c(-c3ccccc3)cc2n1
  . | -7
Cn1c2c(c3ccccc31)CC/C2=N\O
  . | -67
CCCCn1nnnc1SCC(=O)Nc1cccc(C)n1
  3 | -6
O=C(Nc1ccc(N2CCOCC2)cc1)C1CCN(S(=O)(=O)Cc2ccccc2)CC1
  5 | -19
O=c1sc2ccccc2n1CCCOc1ccccc1
  -2 | .
Cn1ccnc1C(O)c1ccc(OCc2ccccc2)cc1 (stereo unspecified)
  . | -10
COc1cc2c(cc1O)C[C@H]1NCCc3cc4c(c-2c31)OCO4
  -12 | .
CCCc1cc(C(=O)Nc2cccc(C(C)=O)c2)no1
  3 | -7
CSc1nc2ccccc2n1CC(=O)Nc1cc(C(F)(F)F)ccc1N1CCOCC1
  17 | .
CCOC(=O)Cn1c(CCC(=O)O)ccc1-c1ccc(F)cc1
  4 | 4
Cc1cc(C(=O)c2cnc(/N=C/N(C)C)s2)cc(C)c1O
  5 | .
COc1ccc(N2C(=O)CCC(C(=O)N3CCCCCC3)C2c2ccc(OC)c(OC)c2)cc1 (stereo unspecified)
  -12 | 1
C/C(=N\NC(=O)CC1N=C(Cc2ccccc2)NNC1=O)c1ccccc1 (stereo unspecified)
  -11 | .
CN(C)CCN=Cc1c(O)n(C2CCCCCC2)c(=O)[nH]c1=O
  -9 | -13
CCC(C)(C)NC(=O)C(c1ccc(C)cc1)N(Cc1ccco1)C(=O)Cn1nnc2ccccc21 (stereo unspecified)
  4 | .
COC(=O)C(C#N)C(c1cccnc1)c1c(C)[nH][nH]c1=O (stereo unspecified)
  -67 | 32
c1ccc(N2CCN(c3nc4cc5c(cc4s3)OCO5)CC2)cc1
  13 | 76*
COc1ccc(N=c2sc3ccccc3n2C)cc1
  -11 | .
O=C(NCC(=O)N(c1ccc2c(c1)OCO2)C(C(=O)NC1CCCC1)c1cccs1)c1ccco1 (stereo unspecified)
  -5 | -1
Cc1ccccc1OCCCCn1cnc2ccccc21
  -16 | .
C[C@@H](O)C1NC(=O)[C@H](CCCCN)NC(=O)c2cc([N+](=O)[O-])cc(I)c2OCC[C@@H](C(N)=O)NC1=O (stereo partly specified)
  -4 | .
N#CC1=C(N)N(c2ccccc2)C(c2cccc([N+](=O)[O-])c2)C1(C#N)C#N (stereo unspecified)
  -14 | .
CCc1c(C)c2ccc(OCC(=O)OC(C)C)c(C)c2oc1=O
  -20 | -2
O=C1C(=O)N(Cc2cccnc2)C(c2ccccn2)/C1=C(/O)c1ccccc1 (stereo unspecified)
  11 | -8
CCCCC(=O)Nc1ccc(NC(=O)C2CC2)cn1
  -15 | 12
O=S(=O)(c1cc(C(F)(F)F)ccc1Cl)N1CCCCCC1
  3 | -21
CC(C)c1c(O)nc(SCC(=O)Nc2ccc3c(c2)CCC3)[nH]c1=O
  1 | 5
COc1ccc(NC(=O)C2Cc3ccccc3C(=O)O2)cc1 (stereo unspecified)
  8 | -4
O=C(C1=C[C@H](c2ccccc2)C[C@H](OCCCCO)O1)N1CCOCC1
  3 | .
CC12CCC(C(=O)NCc3ccco3)(OC1=O)C2(C)C (stereo unspecified)
  -12 | -1
COc1cc(/C=C2/C(=N)N3C=CSC3=NC2=O)ccc1OCCCOc1c(C)cccc1C
  8 | .
O=P(/C(=N/O)N1CCOCC1)(N1CCOCC1)N1CCOCC1
  5 | 1
CCCn1cnc2cc(NCc3cccc(OC)c3O)ccc21
  0 | -19
Oc1c(Cl)cc(Cl)cc1C=Nc1ccc2c(c1)OCCO2
  6 | .
COc1ccc(-c2cc(C(F)(F)F)n3nc(C(=O)NCc4ccco4)cc3n2)cc1OC
  9 | .
CN(C)S(=O)(=O)Nc1ccc(NS(=O)(=O)N(C)C)c(S(=O)(=O)c2ccccc2)c1
  12 | -2
O=C(CN1CCCCC1)N1CCN(C(=O)CN2CCCCC2)CC1
  15 | -2
CCc1nc2nc(C)cc(Nc3cccc(C(F)(F)F)c3)n2n1
  9 | -8

High-throughput results (PubChem BioAssay)

Only part of the results is shown. The share of hits here may be higher or lower than overall.
